NOD1 NF-kB reporter – inhibition of NOD1-driven NF-kB reporter – cell-based, luminescence, uHTS, primary screen (AID 1578); NOD1-driven NF-kB luciferase reporter cells, luminescence; higher % means a stronger effect; inhibition, % at 4 µM, or EC50 in µM where a hit was titrated; actives 1% (n = 290,000); in the data active = inhibition mostly above about 36%, no sharp cut-off; inactive = mostly below about 34%;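 also: HEK-293T reporter cells stimulated with the NOD1 agonist gamma-tri-DAP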
GPR55 activation – GPR55 agonists via beta-arrestin recruitment, primary screen, imaging, U2OS cells, beta-arrestin-GFP redistribution (AID 1961) | U2OS GPR55 beta-arrestin-GFP redistribution imaging; higher % means a stronger effect | activation, % at 10 µM; hits with a dose series show EC50 in µM | actives 0.048% (n = 290,000);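 active = activation above 40% with more than 50 cells counted in the well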;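 also: U2OS osteosarcoma cells stably expressing GPR55 and beta-arrestin-GFP; plate controls were DMSO negative control for no effect and LPI positive control for full effect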
AID2073 – disruptors of CaV2.2 binding to Mint1 – biochemical, HTRF (AID 2073). HTRF protein-protein interaction, Mint1-CaV2.2; higher % means a stronger effect. one-dose inhibition, % at 20 µM; IC50 in µM for titrated hits. actives 0.19% (n = 290,000); in the data active = inhibition mostly above about 51%, no sharp cut-off; also: some results filed as inactive read as strong as hits
HIV peptide binding – cell-free HIV fusion peptide-binding blockers – biochemical, uHTS, fluorescence dequenching, primary screen (AID 1986); cell-free peptide binding, fluorescence dequenching, 30 min; higher % means a stronger effect; actives 0.3% (n = 290,000); one-dose inhibition, % at 20 µM; IC50 in µM for titrated hits; in the data active = inhibition mostly above about 52%, no sharp cut-off; inactive = mostly below about 76%; also: some results filed as inactive read as strong as hits
KOR beta-arrestin-1 – kappa opioid receptor blockers – cell-based, luminescence, uHTS (AID 1778); KOR beta-arrestin recruitment, luminescence, antagonist mode; higher % means a stronger effect; inhibition, % at 10 µM, or IC50 in µM where a hit was titrated; actives 0.091% (n = 290,000); in the data active = inhibition above about 50%; also: strong numbers were not always called active
GPR55 antagonists – GPR55 antagonists blocking LPI-driven arrestin recruitment, primary screen, imaging, U2OS, beta-arrestin-GFP, LPI agonist (AID 2013) | one-dose inhibition, % at 10 µM; IC50 in µM for titrated hits | U2OS GPR55 beta-arrestin-GFP translocation imaging, LPI antagonism; higher % means a stronger effect | actives 0.13% (n = 290,000);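 active = spots per cell inhibited over 60%, with over 100 cells counted and total cytoplasm intensity under 500,000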;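 also: U2OS cells stably carrying GPR55 and arrestin-GFP stimulated by 5 µM LPI near EC80; imaged beta-arrestin-GFP aggregate spots per cell after agonist stimulation; plate controls were LPI-stimulated DMSO wells for no effect and DMSO wells without LPI for full effect; some results filed as inactive read as strong as hits; confirmed hits need IC50 under 10 µM and bright autofluorescent wells are also inconclusive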
KOR beta-arrestin-2 – kappa opioid receptor activators – cell-based, luminescence, uHTS, primary screen (AID 1777); KOR beta-arrestin recruitment, luminescence; higher % means a stronger effect; activation, % at 10 µM; hits with a dose series show EC50 in µM; actives 0.02% (n = 280,000); in the data active = activation above about 50%, passing the limit was not always enough; also: a part of the inactive calls stands beside numbers as strong as those of hits
GPR35 antagonists – inhibition of zaprinast-stimulated GPR35 beta-arrestin translocation – imaging, U2OS, beta-arrestin-GFP, zaprinast agonist, primary screen (AID 2058). actives 0.052% (n = 290,000). inhibition, % at 10 µM; hits with a dose series show IC50 in µM. U2OS GPR35 beta-arrestin-GFP translocation imaging, zaprinast antagonism; higher % means a stronger effect;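 active = inhibition of at least 50% with at least 30 cells and total cytoplasm GFP at most 10,000,000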
SIAH1 antagonists – blockers of Siah-1 interaction with plectin peptide – biochemical, fluorescence polarization, rhodamine-plectin, uHTS, primary screen (AID 1817) | displacement, % at 20 µM; hits with a dose series show IC50 in µM | Siah-1 / rhodamine-plectin peptide fluorescence polarization; higher % means a stronger effect | actives 0.02% (n = 290,000);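 active = displacement of at least 50% at 20 µM, with a fluorescence ratio check between 0.3 and a set limit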;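 also: plate controls were Siah plus tracer with DMSO for no effect and tracer alone without Siah for full effect; strong numbers were not always called active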
Active calls of the source: *; / = not tested or not shown; [ ] = remark or other dose. Not all compounds are listed; count on the stated rates, not on these rows.

Structure	NOD1 NF-kB reporter	GPR55 activation	AID2073	HIV peptide binding	KOR beta-arrestin-1	GPR55 antagonists	KOR beta-arrestin-2	GPR35 antagonists	SIAH1 antagonists
CC(C)c1ccc(/C=C/C(=O)NCc2ccc(S(N)(=O)=O)cc2)cc1	16.8%	-0.1%	16.5%	4.7%	-15.8%[20 µM]	-2.3%	-3.5%	-7.2%	35.3%
CCC1Oc2ccccc2N(CC(=O)NCCN2C(C)CCCC2C)C1=O (configuration not stated)	-23.9%	-0.2%	3.2%	-0.6%	23.6%	11.8%	-2.1%	6.5%	2.9%
CC1(C(=O)NCCCNc2ncc(C(F)(F)F)cc2Cl)C=CCN1C(=O)c1ccccc1 (configuration not stated)	-7.8%	-0.1%	-4.4%	3.2%	5.8%	5.7%	-0.4%	-10.6%	1.5%
O=C(Nc1ccon1)c1sc2cc(F)ccc2c1Cl	-7.2%	-0.2%	20.3%	-1.4%	-2.1%	6.7%	-1.2%	-1.8%	13.2%
CCOC(=O)C1(Cc2cccc(OC)c2)CCCN(Cc2nccn2CC)C1 (configuration not stated)	-17.7%	-0.1%	-2.2%	1.5%	-5.4%[20 µM]	12.3%	/	-1.4%	6.2%
COc1ccccc1C1C(C(C)=O)=C(C)N=c2s/c(=C\c3cc(OC)c(OC)c(OC)c3)c(=O)n21 (configuration not stated)	-12.7%	0.2%	26.4%	5.7%	11.1%	5.3%	-2.4%	-0.3%	23.5%
COc1ccc(F)cc1S(=O)(=O)n1cc(C)nc1-c1ccccc1	-12.0%	-0.1%	7.9%	3.1%	-24.6%	17.8%	-0.5%	-7.6%	-1.0%
CC1=NN(c2nc(C)cc(C)n2)C(=O)C1CCC(C)C (configuration not stated)	-15.1%	-0.1%	-1.7%	0.9%	22.9%	3.2%	-10.4%	0.2%	3.7%

Going on with the list:
Structure	NOD1 NF-kB reporter	GPR55 activation	AID2073	HIV peptide binding	KOR beta-arrestin-1	GPR55 antagonists	KOR beta-arrestin-2	GPR35 antagonists	SIAH1 antagonists
O=C(CN1CCN(c2ccccc2F)CC1)Nc1nnc(C(F)(F)F)s1	-29.7%	-0.3%	0.4%	1.8%	-7.2%	15.2%	-4.6%	-12.5%	3.5%
CCCNC(=O)CCC(=O)Nc1ncc(-c2ccc(C)cc2)n1C	10.0%	1.3%	-3.1%	4.2%	-12.4%	8.2%	-1.1%	26.8%	-3.8%
CCc1ccc(-c2csc(NC(=O)COC(=O)CCc3nc4ccccc4s3)n2)cc1	-50.1%	0.1%	31.4%	0.1%	-57.6%	4.1%	8.4%	-3.7%	1.1%
CCC(NC(=O)CNC(=O)CNC(=O)c1ccc(Cl)cc1Cl)c1ccc(C)cc1 (configuration not stated)	-27.0%	0.3%	0.0%	-0.7%	-26.4%	-11.6%	2.5%	1.5%	1.5%
CC1=C(C(=O)OCc2ccccc2)C(c2ccc([N+](=O)[O-])cc2)NC(=O)N1C (configuration not stated)	26.1%	-0.3%	0.9%	-1.8%	22.7%[20 µM]	-0.6%	-2.7%	2.5%	2.2%
COc1cccc(NC(=O)NCCCSC2CCCCC2)c1	-3.8%	-0.2%	10.1%	-2.6%	-1.4%	9.9%	2.1%	-22.5%	0.0%
Cc1c(C(N)=O)sc(N)c1C(=O)OC(C)C	7.5%	0.2%	-11.2%	-1.1%	22.9%	12.3%	7.7%	5.1%	-0.6%
CC(C)CCn1c(NCCc2ccccc2)nc2c1c(=O)n(C)c(=O)n2C	8.6%	0.3%	14.1%	-2.4%	25.9%	-3.5%	-4.3%	-4.4%	2.1%

Remaining list, next part
Structure	NOD1 NF-kB reporter	GPR55 activation	AID2073	HIV peptide binding	KOR beta-arrestin-1	GPR55 antagonists	KOR beta-arrestin-2	GPR35 antagonists	SIAH1 antagonists
O=C(CCCOc1ccc(Cl)cc1Cl)N1CCc2ccccc2C1	-8.7%	-0.3%	0.2%	-1.4%	-25.7%	17.0%	-5.6%	17.9%	-1.5%
COc1ccc(Cl)cc1NC(=O)NCc1cccnc1	-18.0%	0.0%	0.3%	-1.5%	8.9%	1.2%	0.5%	7.8%	-1.1%
CCOc1ccc(CN(C)CC(=O)NCc2ccccc2Cl)cc1	-7.5%	0.5%	1.8%	-2.1%	6.9%	10.7%	-3.3%	9.3%	-7.6%
C=C(C)C(C)(C#CCN1CCCC1)OC(C)=O (configuration not stated)	-13.8%	0.7%	3.8%	2.5%	19.8%	12.7%	-5.2%	-8.1%	2.4%
COc1cc(OC)c2ccc(=O)oc2c1C(CCN1CCCC1)c1ccc2c(c1)OCO2 (configuration not stated)	10.4%	0.0%	1.4%	0.5%	2.4%	10.9%	-0.2%	-20.7%	-0.9%
Cc1ccc(-c2noc(CSc3nnc(-c4ccncc4)n3-c3ccc(C)cc3)n2)cc1	-6.2%	-0.2%	-0.1%	-2.9%	-27.9%	6.0%	3.4%	-18.8%	0.3%
Cc1nc2scc(C)n2c(=O)c1S(=O)(=O)NCC1CCN(Cc2ccc(Cl)cc2)CC1	-20.7%	-0.1%	6.4%	-0.6%	0.8%	3.2%	-6.1%	4.4%	0.4%
CCSC(=Nc1ccccc1)C1=C(O)COC1=O	-4.0%	-0.1%	1.8%	2.7%	17.5%	16.1%	-5.5%	-13.4%	3.9%

Another view of part of the listing above.
Below each compound – NOD1 NF-kB reporter, GPR55 activation, AID2073, HIV peptide binding, KOR beta-arrestin-1, GPR55 antagonists, KOR beta-arrestin-2, GPR35 antagonists, SIAH1 antagonists
CCOc1ccc(CN(C)CC(=O)NCc2ccccc2Cl)cc1
 : -7.5%, 0.5%, 1.8%, -2.1%, 6.9%, 10.7%, -3.3%, 9.3%, -7.6%
CC1(C(=O)NCCCNc2ncc(C(F)(F)F)cc2Cl)C=CCN1C(=O)c1ccccc1 (configuration not stated)
 : -7.8%, -0.1%, -4.4%, 3.2%, 5.8%, 5.7%, -0.4%, -10.6%, 1.5%

Going on with the list:
Structure	NOD1 NF-kB reporter	GPR55 activation	AID2073	HIV peptide binding	KOR beta-arrestin-1	GPR55 antagonists	KOR beta-arrestin-2	GPR35 antagonists	SIAH1 antagonists
O=C(N/N=C/c1ccc([N+](=O)[O-])cc1)c1[nH]ncc1Br	-5.0%	-0.2%	-10.4%	-1.5%	-1.4%	-6.6%	1.6%	-1.4%	-6.8%
O=C(C1CCN(S(=O)(=O)c2cccc([N+](=O)[O-])c2)CC1)N1CCOCC1	-36.3%	0.9%	4.5%	0.7%	3.2%	10.2%	3.6%	19.2%	1.6%
CCc1ccccc1OCCCCCNCCO	/	-0.5%	-5.3%	1.8%	-6.4%	7.7%	1.1%	-3.7%	-2.3%
Cc1nc2scc(C)n2c(=O)c1S(=O)(=O)N1CCN(c2ccccc2F)CC1	-4.4%	-0.1%	28.1%	-1.5%	-3.8%	17.4%	-7.2%	-6.0%	6.0%
COc1ccc(/C=N/c2oc(C)c(C)c2C#N)c(OC)c1	-46.4%	0.2%	-15.1%	3.3%	-15.4%	0.6%	-0.2%	-5.9%	9.5%
Cc1ccc(C)c(C(=O)CCC(=O)O)c1	-7.1%	-0.1%	7.2%	-0.7%	-2.2%	3.3%	0.8%	5.7%	-2.6%
O=C(C1=NN(c2ccccc2)C2C(=O)N(c3ccccc3Cl)C(=O)C12)c1ccccc1 (configuration not stated)	-0.4%	-0.5%	26.7%	23.1%	-10.5%	11.2%	-2.6%	23.9%	-2.6%
COc1ccccc1-c1nc(-c2ccccn2)no1	27.3%	-0.1%	-3.4%	-0.4%	12.3%	7.7%	-2.5%	-6.1%	-1.7%

As entered above.
In KOR beta-arrestin-2, O=C(Nc1ccon1)c1sc2cc(F)ccc2c1Cl is entered as -1.2%
In GPR55 activation, CC(C)c1ccc(/C=C/C(=O)NCc2ccc(S(N)(=O)=O)cc2)cc1 is entered as -0.1%
In KOR beta-arrestin-1, CC1=C(C(=O)OCc2ccccc2)C(c2ccc([N+](=O)[O-])cc2)NC(=O)N1C (configuration not stated) is entered as 22.7%[20 µM]

Results in AID2073, for some of the entries so far:
compound,AID2073
CCc1ccccc1OCCCCCNCCO,-5.3%
COc1ccc(/C=N/c2oc(C)c(C)c2C#N)c(OC)c1,-15.1%
O=C(C1CCN(S(=O)(=O)c2cccc([N+](=O)[O-])c2)CC1)N1CCOCC1,4.5%
COc1ccccc1-c1nc(-c2ccccn2)no1,-3.4%
O=C(N/N=C/c1ccc([N+](=O)[O-])cc1)c1[nH]ncc1Br,-10.4%

(next part)
Structure	NOD1 NF-kB reporter	GPR55 activation	AID2073	HIV peptide binding	KOR beta-arrestin-1	GPR55 antagonists	KOR beta-arrestin-2	GPR35 antagonists	SIAH1 antagonists
CC(C)(C)n1ncc2c(=O)n(CC(=O)NCCc3ccccc3)cnc21	-10.8%	-0.3%	-2.6%	-2.1%	-8.8%	5.1%	-1.2%	0.6%	0.9%
Cc1ccc(C(=O)CCS(=O)(=O)c2ccc(Cl)cc2)cc1	-0.5%	-0.1%	3.6%	0.8%	-4.3%	4.4%	1.3%	0.0%	4.6%
CCOC(=O)c1cc2sccc2n1CC(=O)C(C)(C)C	15.8%	-0.1%	-14.2%	-2.7%	-10.7%[20 µM]	3.8%	/	-9.2%	1.6%
Cc1ccc(C(=O)N2CCNC(=O)C2CC(=O)Nc2ccc(F)cc2)cc1C (configuration not stated)	4.2%	0.3%	9.5%	0.9%	-12.2%	2.3%	2.6%	0.3%	2.7%
CCOc1ccc(C(=O)Nc2cccc(-c3ccc4nncn4n3)c2)cc1	-54.0%	0.3%	11.8%	5.5%	-27.0%	-1.1%	-4.4%	-9.5%	6.4%
CC1(C)CC(NC(=S)Nc2ccc([N+](=O)[O-])cc2)CC(C)(C)N1	-9.5%	-0.2%	0.1%	0.2%	-1.4%	-5.1%	9.5%	-18.2%	-2.2%
COc1ccc(-n2c(SCc3nnc(-c4ccccc4)o3)nnc2-c2ccccc2)cc1	-5.7%	-0.1%	-5.5%	-0.1%	20.1%	-0.6%	-0.7%	-4.9%	1.9%
Cc1nc(/C(=N/O)C(N)=O)cs1	-3.8%	0.2%	9.1%	-1.7%	5.4%	2.8%	1.4%	-22.6%	6.2%

(further entries)
Structure	NOD1 NF-kB reporter	GPR55 activation	AID2073	HIV peptide binding	KOR beta-arrestin-1	GPR55 antagonists	KOR beta-arrestin-2	GPR35 antagonists	SIAH1 antagonists
CCOc1ccccc1NC(=O)COC(=O)Cc1cccs1	-2.2%	0.7%	8.7%	0.0%	-9.8%	8.3%	7.1%	1.6%	-0.5%
OC1CCN(c2ncnc3nc[nH]c23)CC1	4.4%	0.6%	4.1%	2.5%	-25.5%	3.4%	-1.5%	2.9%	0.8%
CCOC(=O)Cc1csc(N/N=C/c2ccccc2)n1	3.7%	0.3%	-27.9%	1.0%	-38.3%	-1.7%	1.2%	-6.1%	-6.4%
CCn1cc(C(=O)NN)c(=O)c2cc(F)c(N3CCCCC3)cc21	3.6%	-0.1%	4.7%	-1.8%	18.0%	10.4%	-1.1%	17.4%	4.3%
CSc1ccccc1C(=O)Nc1ccc2c(c1)CCC2	-1.0%	-0.1%	10.2%	-1.9%	-17.7%	1.5%	-5.6%	-10.2%	6.5%
